Compound activity (PubChem BioAssay)
KB-3-1 cytotox: kills parental KB-3-1 adenocarcinoma cells; Potency, µM (highest dose often 46.1 µM), inactives show at the highest dose activity change, negative = cytotoxic, actives largely listed as cytotoxic; AID 1347075; KB-3-1 viability, CellTiter-Glo ATP luminescence, 72 h; 400,000 compounds, 1.4% hits; note: potency is the fitted concentration of half-maximal effect; % is set by controls: 0 for no effect and ±100 for the full control effect; nearly all actives have a fitted effect of over 60% in size
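Parental KB-3-1 viability, qHTS format: 72 h compound exposure, 37 °C; CellTiter-Glo; media-only wells and DMSO plates as controls; concentration-effect fits on corrected data.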
HT1080-NT tox: kills 2HG-producing HT-1080-NT fibrosarcoma cells. HT-1080-NT fibrosarcoma viability, CellTiter-Glo ATP luminescence, 48 h. Potency, µM (top dose mostly 46.1 µM), for the others: at the highest dose activity, negative = less viability, hits mostly cytotoxic. 360,000 compounds, 1.6% hits;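 note: NT is the 2HG producing partner of a matched IDH1 knockdown line; potency is the fitted concentration of half-maximal effect; 0% = DMSO-treated cells and -100% = media-only wells without cells; nearly all actives have a fitted effect of over 55% in size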
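750 cells/well, RPMI + 5% FBS; 2 h settle, compound pin-transfer, 48 h at 37 degrees C. CellTiter-Glo 10 min RT, luminescence. Normalized to DMSO and media-only wells.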
SW480 rereplic: DNA re-replication induction in SW480 cells | SW480 DNA re-replication, Hoechst DNA content imaging, 48 h | Potency, µM (titrated, usually from 46.1 µM), for the others: at the highest dose re-replication activation, actives largely listed as activators | 340,000 compounds, 1.8% hits; note: potency is the fitted concentration of half-maximal effect; % of control where 0% means no effect; nearly all actives have a fitted effect of over 55% in size
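Readout is total intensity of Hoechst-stained nuclei, excited at 405 nm and collected at 500-530 nm. Compound treatment lasted 48 hr at 37 C in 5% CO2 before staining.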
IL1B secr inh: inhibitors of inflammasome signaling (IL-1 beta secretion); 360,000 compounds, 4.7% hits; activity change, % at 57.5 µM; THP-1 LPS/ATP IL-1B secretion, AlphaLISA, 16 h; hits give low values; AID 743279; in the data active = activity change below about -50%; inconclusive = mostly about -30% to -49%; note: % is set by controls: 0 for no effect and ±100 for the full control effect
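THP-1 cells pretreated 1 hr with compounds (up to 57.5 uM final), then stimulated with LPS (250 ng/mL final) plus ATP (1.25 mM final); secreted IL-1B measured by AlphaLISA after 16 hr, decreased signal indicating inhibition.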
HEK293 tox: cytotoxicity in counter-screen for GLP-1R inverse agonists | HEK293 cAMP-luciferase reporter cells, luminescence, 24 h | 410,000 compounds, 0.13% hits | Potency, µM (doses to about 38.3 µM), without a hit: at the highest dose activity change, negative = inhibition, hits mostly inhibitors;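 note: loss of luciferase light is scored as toxicity; potency is the fitted concentration of half-maximal effect; % is set by controls: 0 for no effect and ±100 for the full control effect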
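MLSMR compounds, 24 hr on cells at 37 deg C/5% CO2; luminescence after luciferase reagent (12 min RT). Inhibition counted as the undesired cytotoxic outcome.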
KB-V1 MDR tox: KB-V1 MDR subline cytotoxicity | KB-V1 MDR cells viability, CellTiter-Glo, 72 h | Potency, µM (top dose mostly 46.1 µM), for inactives: at the highest dose activity change, negative = cytotoxicity, actives largely listed as cytotoxic | 400,000 compounds, 3.4% hits; note: potency is the fitted concentration of half-maximal effect; % is set by controls: 0 for no effect and ±100 for the full control effect; nearly all actives have a fitted effect of over 60% in size
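In this primary screen, KB-V1 cells overexpressing P-gp are incubated with library compounds (lowest to highest concentration) for 72 h at 37 degrees C before a luminescent ATP viability read.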
DRD3 agonist: agonists of human D3 dopamine receptor; D3R DiscoveRx beta-arrestin cells, luminescence, 90 min; AID 652048; max activation, %; 410,000 compounds, 0.58% hits; in the data active = max activation above about 30%; note: 0% is about no effect; mostly tested at two doses, the higher about 12 µM
Target sequence (P35462 whole entry, looked up): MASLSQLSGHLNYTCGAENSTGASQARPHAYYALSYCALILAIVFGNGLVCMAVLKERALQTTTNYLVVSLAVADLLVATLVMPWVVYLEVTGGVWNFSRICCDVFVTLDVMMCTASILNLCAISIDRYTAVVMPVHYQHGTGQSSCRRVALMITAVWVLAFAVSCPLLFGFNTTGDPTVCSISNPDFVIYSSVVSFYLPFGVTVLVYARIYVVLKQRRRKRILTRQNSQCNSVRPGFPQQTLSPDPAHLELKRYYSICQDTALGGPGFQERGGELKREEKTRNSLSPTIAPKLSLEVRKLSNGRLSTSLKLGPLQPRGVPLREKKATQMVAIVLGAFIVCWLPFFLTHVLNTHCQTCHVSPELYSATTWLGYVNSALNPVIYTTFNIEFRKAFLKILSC
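Agonist-mode cell screen: cells plated at 1500/well and incubated overnight at 37 °C, then exposed to library compounds for 90 min at 37 °C. Detection reagent was added for 30–60 min at room temperature, and luminescence was read.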
HT1080 IDH1KD tx: kills HT-1080 cells with IDH1 knockdown; HT-1080 IDH1 knockdown viability, ATP luminescence, 48 h; Potency, µM (titrated, usually from 46.1 µM), without a hit: at the highest dose activity, negative = toxicity, hits mostly cytotoxic; 360,000 compounds, 2% hits;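 note: potency is the fitted concentration of half-maximal effect; 0% = DMSO wells and -100% = cell-free medium wells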
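HT-1080-IDH1KD cells (IDH1 knocked down), 750/well in RPMI with 5% FBS, treated with compound 48 h at 37 degrees C. Viability by CellTiter-Glo luminescence, normalised to DMSO and no-cell wells; concentration-response curves classed.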
MCF10A rereplic: DNA re-replication induction in MCF 10a cells. MCF 10A DNA re-replication, Hoechst nuclear intensity, 48 h. Potency, µM (doses to about 46.1 µM), without a hit: at the top dose activity, positive = re-replication, actives largely listed as activators. 350,000 compounds, 2.9% hits. AID 624296; note: potency is the fitted concentration of half-maximal effect; % of control where 0% means no effect; nearly all actives have a fitted effect of over 50% in size
* marks the source's active call; other numbers are inactive results; i = inactive; ? = inconclusive; . = no result given; & = joins results of further samples; [ ] = remark or other dose. Unless noted, calls come from the whole dose curve; as a rule, active = well fitted curve in the direction sought with a large enough effect; inconclusive = small, poorly fitted or top-dose-only effect, or another doubt; inactive = no such curve, though single readings can be large; an effect the other way counts as inactive or inconclusive.

SMILES	KB-3-1 cytotox	HT1080-NT tox	SW480 rereplic	IL1B secr inh	HEK293 tox	KB-V1 MDR tox	DRD3 agonist	HT1080 IDH1KD tx	MCF10A rereplic
COc1ccc(NC(=O)CSc2nnc(C3CCCCC3)n2N)cc1OC	21%	?	-21%	2	-1%	26%	1	18%	0%
CS(=O)(=O)N1CCCC(C(=O)Nc2ccc(F)c(F)c2)C1 (stereo not drawn)	-19%	8%	-2%	1	-7%	-18%	-4	-3%	-2%
Cc1ccc(N2CCN(S(=O)(=O)c3ccc(F)c(C)c3)CC2)c(C)c1	0%	-12%	14%	22	36%[activator]	-2%	-3	-25%	23%
Cc1cccn2c(=O)c(/C=C(\C#N)C(=O)NC3CCS(=O)(=O)C3)c(N3CCC(C)CC3)nc12 (stereo not drawn)	0%	1%	8.2µM*	-27	14%[1.53 µM]	-21%	-8	2%	5.8µM*
COc1ccc(C(=O)Cn2c(Br)nc3c2c(=O)n(C)c(=O)n3C)cc1	?	-17%[9.24 µM]	1%	1	-5%	?	-22	-22%	12%
CCn1c2ccccc2c2nnc(SCc3ccc(C(=O)OC)o3)nc21	8%	-7%	-7%	-21	-11%	?	12	-15%	0%
COc1ccc(OCC(=O)Nn2c(-c3ccc(C)cc3)nc3ccccc3c2=O)cc1	-1%	3%	?	14	-22%	-20%	1	1%	20%
Nc1ccc(Cc2ccc(N)c(C(=O)O)c2)cc1C(=O)O	-12%	0%	-3%	22	-19%	-2%	4	-22%	-1%
Cn1c(NC(=O)c2cccs2)cc(=O)n(C)c1=O	-14%	0%	-14%	-3	-27%	13%	0	2%	-2%
O=C1CCCN1CC(O)CS(=O)(=O)Cc1ccccc1Cl (stereo not drawn)	14%	10%	-1%	11	-4%	8%	-6	-1%	0%
CN(C(=O)c1ccco1)c1nc(-c2ccc(F)cc2)cs1	0%	27%	7%	-17	5%	15%	4	18%	-1%
Cc1cccc2cc(CN(C(=O)c3cnccn3)C3CCCCC3)c(Cl)nc12	5%	0%	-3%	?	4%	0%	1	-2%	?
Nc1cccc(CN2CCCC2)c1	2%	8%	-60%[inhibitor]	-10	-2%	11%	-2	5%	-1%
Cc1ccc(S(=O)(=O)N2CCOCC2)cc1NC(=O)COC(=O)COc1ccc(C#N)cc1	1%	8%	.	15	6%	8%	-3	-1%	.
CO/N=C/c1ccc(Sc2ccccc2)c([N+](=O)[O-])c1	0%	-2%	-2%	-5	-1%	15%	-5	3%	?
Nc1nonc1-n1nnc(C(=O)N/N=C/c2ccccc2Cl)c1-c1ccccc1	6%	2%	0%	-8	-11%	22%	-1	2%	?
O=C(Cn1cc(S(=O)(=O)Cc2ccccc2Cl)c2ccccc21)NCCc1ccccc1	1%	.	.	.	-2%	-22%	2	.	.
Cc1cc(C)n2nc(CNS(=O)(=O)c3ccc(F)cc3)nc2n1	10%&2%	0%	2%	9	-3%&0%	11%&9%	2&-5	9%	-1%
Cc1cc(C)cc(N(C(=O)c2ccccn2)C(C(=O)NC2CCCCC2)c2ccncc2)c1 (stereo not drawn)	-10%	-1%	5%	11	7%	-37%	-9	23%	15%
CCOc1ccc(S(=O)(=O)N2CCN(CCNS(=O)(=O)c3ccc(C)cc3)CC2)cc1	-13%	-2%	-61%[inhibitor]	?	-6%	-6%	-6	-1%	19%
CCCCOC(=O)Nc1ccc(C(N)=O)cc1	3%	2%	1%	-5	6%	-6%	5	14%	1%
COC(=O)[C@@]12CCCN1[C@H](c1ccc(-c3ccc(OC)cc3)c(OC)c1)[C@H]1C(=O)N(C)C(=O)[C@H]12	?	0%	?	-1	6%	0%	-1	10%	9%
Nc1nonc1-c1nc2ccccc2n1Cc1cccc(Cl)c1	1%	.	.	.	-2%	-18%	0	.	.
Cc1cccc(OCC(=O)NNS(=O)(=O)c2ccccc2F)c1	0%	7%	-2%	12	0%	-3%	-6	-12%	3%
CCOC(=O)c1cc(S(=O)(=O)N2CCN(c3ccccc3OC)CC2)cn1C	-5%	3%	1%	28	-1%	-23%	14	1%	14%
O=C(Nc1ccc(F)cc1)C1CCC(CNc2c(N3CCCCC3)c(=O)c2=O)CC1 (stereo not drawn)	-2%	5%	-4%	-21	-26%	4%	-6	3%	0%
Cc1ccc(OCC(=O)Nc2ccc3c(c2)C(=O)NC3=O)cc1	?	-2%	-3%	-23	0%	?	-6	0%	-2%
Cc1oc(-c2ccc(Cl)cc2)nc1CN1CCC(C(=O)N2CCN(Cc3ccccc3)CC2)CC1	?	?	?	-60*	-18%	?	-6	?	12%
COc1cccc(-c2c(NC(=O)c3ccco3)oc3ccc(Cl)cc3c2=O)c1	8%	-13%	-1%	32	-2%	-16%	-10	1%	6%
COc1ccc(NS(=O)(=O)c2ccc3c(c2)N(C(C)=O)CCS3)cc1	-5%	-29%	3%	3	-3%	-9%	5	-1%	-3%
CC(=O)NC(CC(=O)Nc1ccc(S(=O)(=O)NC2=NCCCCC2)cc1)c1ccccc1 (stereo not drawn)	-4%	0%	-3%	-7	-3%	-19%	-3	-6%	0%
C/C(=N\S(=O)(=O)c1ccc(C)cc1)N1CCN(S(=O)(=O)c2ccccc2)C1C(C)C (stereo not drawn)	1%	-1%	6%	0	-13%	5.8µM*	5	3%	-1%
S=C(NCc1cccs1)Nc1cccc(Cl)c1Cl	-23%	-3%	-3%	?	18%	-3%	-10	-1%	15%
O=S(=O)(Nc1cccc(-c2cn3cccnc3n2)c1)c1ccccc1	20%	12%	?	-7	5%	-23%	0	12%	?
CC(=O)O[C@]1(C(C)=O)CCC2C3CCC4=C/C(=N/OCC(=O)O)CC[C@]4(C)C3CC[C@@]21C (stereo partly drawn)	4%	4%	-4%	-15	-5%	-3%	-5	16%	-2%
CCOCCCNCC(=O)NCC1CCCCC1	2%	2%	-1%	-5	-4%	13%	-1	6%	0%
CN(Cc1c(F)cccc1Cl)C(=O)CNC(=O)c1ccc2c(c1)OCO2	4%	4%	-6%	1	14%	?	2	1%	-1%
COC(=O)c1sc(NC(=O)CSc2nnc(Cn3nnc4ccccc43)n2C)nc1C	0%	12%	-42%[inhibitor]	4	15%	10%	2	21%	-5%
CN(CC(=O)Nc1ccc(Cl)c(Cl)c1)CC(=O)N1CCCCCC1	-10%	-10%	.	-15	4%	-17%	1	-3%	.
CS(=O)(=O)N(CC(=O)N1CCc2ccccc2C1)c1ccc(Br)cc1	4%	-15%	12%	.	-6%	?	-5	-8%	-8%
c1ccc(-c2noc(-c3ccc4c(c3)OCO4)n2)cc1	-26%	19%	7%	16	18%	5%	-4	0%	21%
O=CNc1cc(-c2ccsc2)cn2c(-c3ccccc3)cnc12	-15%	?	.	24	-8%	?	-7	?	.
CCCn1c(N)c(C(=O)CSc2ncnc3sccc23)c(=O)n(C)c1=O	-4%	-6%	15%	2	15%	?	1	-11%	17%
O=C(OCC(=O)N1CCN(C(=O)c2ccco2)CC1)c1cc(F)c(F)cc1Cl	2%	0%	-8%	-13	1%	4%	4	10%	0%
COc1cc(OC)c2ccc(=O)oc2c1C(CCN1CCCC1)c1ccc(N(C)C)cc1 (stereo not drawn)	1%	-2%	-15%	-2	-79%	-1%	-43	-5%	1%
Cc1ccc(C(=O)Nc2c(C)n(C)n(-c3ccccc3)c2=O)cc1S(=O)(=O)N1CCOCC1	0%	11%	1%	1	3%	4%	-11	6%	-1%
COc1ccc(CCNC(=O)c2cccc(S(=O)(=O)N3CCCCC3)c2)cc1	-29%	-6%	-60%	24	-16%	-3%	-8	-8%	-25%
C[C@@H]1COC(=O)[C@@H](CC(=O)OC(C)(C)C)C/C=C\C[C@@H](CC(=O)N[C@H](CO)Cc2ccccc2)C(=O)N1	5%	14%	-1%	7	-12%	-1%	14	1%	?
Cc1ccc(N(CC(=O)NCCc2ccccc2)S(=O)(=O)N(C)C)cc1	28%	.	.	.	-9%	4%	3	.	.
COc1cccc(C(=O)Nc2nnc(C(C)C)s2)c1	5%	9%	-13%	-10	7%	0%	3	-4%	14%
COC(=O)c1nc2n(n1)C(c1cc(OC)ccc1OC)C=C(c1ccc(Br)cc1)N2 (stereo not drawn)	26%	.	.	.	51%[activator]	?	3	.	.
C=CCNC(=O)c1sc(-c2ccccc2)nc1C	4%	14%	?	7	7%	11%	2	13%	0%
CCSc1nc(-c2ccccc2)c2cc(Cl)ccc2n1	14%	14%	-1%	-2	-2%	2%	2	20%	4%
O=C(CN1C(=O)CCC1=O)Nc1ccc(S(=O)(=O)N2CCOCC2)cc1	15%	3%	-5%	14	4%	2%	3	1%	-1%
O=C(Nc1ccc(S(=O)(=O)N2CCCC2)cc1)c1cc(F)c(F)cc1Cl	4%	-7%	?	i	1%	?	-4	-6%	10%
Cc1c(CN(C)C(=O)c2nn(C)cc2[N+](=O)[O-])cnn1C	-3%	10%	-3%	100	1%	-9%	5	12%	-2%
Oc1cccc(Nc2ncnc3ccccc23)c1	-8%	-1%	-2%	0	-17%	9%	9	-14%	-6%
CC1Cc2ccccc2N1C(=O)COC(=O)c1cccc(Br)c1 (stereo not drawn)	7%	11%	-2%	9	0%	?	0	3%	-2%
Cc1cc(C(F)(F)F)nn1CC(=O)N(C)c1ccccc1	13%	8%	-4%	14	0%	11%	2	7%	-2%
CCC(=O)Nc1c2c(nn1-c1ccc(OC)cc1)CS(=O)C2 (stereo not drawn)	-2%	2%	8%	2	13%	-12%	0	1%	-1%

Profiles, looked up by structure.
COc1cccc(C(=O)Nc2nnc(C(C)C)s2)c1 in the list: KB-3-1 cytotox = 5%; HT1080-NT tox = 9%; SW480 rereplic = -13%; IL1B secr inh = -10; HEK293 tox = 7%; KB-V1 MDR tox = 0%; DRD3 agonist = 3; HT1080 IDH1KD tx = -4%; MCF10A rereplic = 14%
Cc1ccc(N(CC(=O)NCCc2ccccc2)S(=O)(=O)N(C)C)cc1 in the list: KB-3-1 cytotox = 28%; HT1080-NT tox = .; SW480 rereplic = .; IL1B secr inh = .; HEK293 tox = -9%; KB-V1 MDR tox = 4%; DRD3 agonist = 3; HT1080 IDH1KD tx = .; MCF10A rereplic = .
